# TTR transcr act – TTR transcription activators in neuroblastoma reporter cells, primary screen, cell-based, luminescence, SH-SY5Y, TTR promoter Gaussia luciferase | 100% = recombinant luciferase protein wells | activation, % at 16.7 µM | 92,000 compounds, 1.3% hits | AID 1117267, 2014;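 active = activation above the mean of all tested compounds plus 3 SD, cut at about 9.5% in these data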;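 also: cells exposed to compounds for one day before reading; 0% = median of all test compound wells on the plate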
# * marks the source's active call; other numbers are inactive results.
SMILES,TTR transcr act
COc1cccc(NC2c3ccccc3C(=O)N2Cc2ccccc2Cl)c1 (stereo not drawn),3.4
Cc1oc2c(O)c(O)ccc2c(=O)c1-c1ccc(Cl)cc1,0.5
N#CC(=C1SC=CS1)c1nc(-c2ccccc2)cs1,1.7
C=CCn1c(SCc2cc(=O)n3ccsc3n2)nc2cc(Cl)ccc2c1=O,1.8
CC(OC(=O)CNC(=O)c1ccco1)C(=O)N(C)c1ccccc1 (stereo not drawn),0.1
CC(c1ccncn1)N(C)Cc1nc(-c2ccc(C(F)(F)F)cc2)no1 (stereo not drawn),-0.4
CCC(C)NC(=O)C1c2ccccc2Oc2ccccc21 (stereo not drawn),0.2
COc1cccc(CNC(=O)CCCCCn2c(=S)[nH]c3ccc(N4CCOCC4)cc3c2=O)c1,-0.1
CCc1nc2ccc(C(=O)N3CCN(S(=O)(=O)CC)CC3)cn2c1N(CCC(C)C)CCN(C)C,-0.9
Cn1c(=O)c([N+](=O)[O-])c(N2CCSCC2)c2ccccc21,0.1
O=C(CN1C(=O)c2ccccc2C1=O)NCCc1c[nH]c2ccccc12,-0.2
O=c1cc(-c2ccccc2)[nH][nH]1,-0.8
O=C(O)CSc1nnc(COc2cccc3ccccc23)o1,-0.7
Cc1ccc(/C=c2\sc3n(c2=O)CN(c2cccc(Br)c2)CN=3)o1,-0.9
S=c1nc[nH]c2c1ncn2-c1ccccc1,-0.9
Cc1oc(S(=O)(=O)N2CCCCC2)cc1NC(=O)Nc1ccc(F)cc1,1.4
O=C(NCCc1ccccc1)C1CCN(S(=O)(=O)c2cccc3nonc23)CC1,-2.9
CCOC(=O)C(=CNc1cc(C)nn1-c1ccc(Cl)cc1)C(=O)OCC,-1.4
O=S(=O)(NCC1(N2CCOCC2)CCCCC1)c1ccccc1Cl,-2.2
CC1(C(=O)NCC2CCCCC2)CCN1C(=O)Cc1ccc(-c2ccccc2)cc1 (stereo not drawn),1.9
O=C(c1ccccc1NS(=O)(=O)c1ccc(F)cc1F)N1CCCCC1,2.4
COc1ccc(/C=N/NC(=S)N[C@H]2CC3CCC2C3)cc1 (stereo partly drawn),0.1
Cc1ccc(NC2CCCCC2NS(=O)(=O)c2ccccc2)c(C)c1 (stereo not drawn),-1.8
N#CC1=C(N)NC(=S)C(C(N)=O)C1c1ccccc1F (stereo not drawn),12*
CCOC(=O)c1ccc(NC(=O)c2nc[nH]c2C(=O)N2CCc3ccccc3C2)cc1,3.1

# The closing 5 compounds of the section above come first, to join the parts.
SMILES,TTR transcr act
O=C(c1ccccc1NS(=O)(=O)c1ccc(F)cc1F)N1CCCCC1,2.4
COc1ccc(/C=N/NC(=S)N[C@H]2CC3CCC2C3)cc1 (stereo partly drawn),0.1
Cc1ccc(NC2CCCCC2NS(=O)(=O)c2ccccc2)c(C)c1 (stereo not drawn),-1.8
N#CC1=C(N)NC(=S)C(C(N)=O)C1c1ccccc1F (stereo not drawn),12*
CCOC(=O)c1ccc(NC(=O)c2nc[nH]c2C(=O)N2CCc3ccccc3C2)cc1,3.1
Cn1cc(S(=O)(=O)NCc2ccc(Cl)cc2)c(=O)n(C)c1=O,1.5
CN(C)c1ccc(NC(=S)c2ccccn2)cc1,-2.5
O=c1[nH][nH]c(-c2ccccc2O)c1C(C[N+](=O)[O-])c1cccc(Cl)c1 (stereo not drawn),0.3
C[C@H](CO)N1C[C@H](C)[C@@H](CN(C)C(=O)c2ccc(F)cc2)Oc2cc(Br)ccc2S1(=O)=O,0.6
COc1ccc(S(=O)(=O)N(C)CC(=O)NCCC2=CCCCC2)cc1C,1.5
Cc1c(NS(=O)(=O)c2ccc(Cl)c(C(=O)OCC(=O)NCc3ccco3)c2)c(=O)n(-c2ccccc2)n1C,0.1
O=C(Cn1cc(C(F)(F)F)cc(Cl)c1=O)NCCc1ccccc1,-1.3
Cc1cccc(C(=O)NC2CCN(CC(=O)Nc3cccc(Cl)c3)CC2)c1,2.8
Cc1cc(-c2n[nH]c(=S)n2Cc2ccco2)n(C)n1,-1.8
Cc1ccc(-c2nc3ccccc3n2C(C(=O)NC(C)(C)C)C2CC2)cc1 (stereo not drawn),1.6
CC(C)c1nc2n[nH]c(N)c2c2c1CSC(C)(C)C2,0.7
CSc1nc(N)nc2c1ncn2CC(=O)NCc1ccc2c(c1)OCO2,-0.2
CCN(C(=S)Nc1ccc(C(C)=O)cc1)C1CCCCC1,32*
Cc1ccc(-n2nc(C(=O)NCc3ccco3)c3c4ccccc4n(C)c3c2=O)cc1,-0.1
CCCCNC(=O)CCn1c(=O)c2ccccc2n(Cc2cc(C)ccc2C)c1=O,9.2
O=C(N/N=C/c1ccc(O)c(O)c1)c1ccc(CSc2cccc3cccnc23)cc1,-1.5
CCCN1CCN(C(=O)c2nn(-c3ccc(OC)cc3)c(=O)c3c2c2ccccc2n3C)CC1,-1.1
Cc1cccc(NC(=O)C(C)OC(=O)c2ccccc2NS(=O)(=O)c2cc(C)c(C)c([N+](=O)[O-])c2)c1 (stereo not drawn),0.5
Cc1ccc(C)c(NC(=O)CN2C(=O)NC(CCc3ccccc3)C2=O)c1 (stereo not drawn),0.0
O=C(Nc1ccncc1)C1CCN(S(=O)(=O)c2ccc(Cl)c(C(F)(F)F)c2)CC1,0.3
Cc1cc(=O)[nH]c2[nH][nH]c(=O)c12,-2.2
COC(=O)C1=NN(C(=O)c2ccc(Br)cc2)C(O)(C(C)(C)C)C1 (stereo not drawn),5.0
CC1CCN(C(=O)c2ccc3c(c2)NC(=O)CN3)CC1,1.3
Cc1nn(C)cc1/C=C1\CCC/C(=C\c2cn(C)nc2C)C1=O,0.3
COc1ccc2c(-c3ccccc3)cc3nnnn3c2c1,-0.2

# Additional entries follow:
SMILES,TTR transcr act
OCc1ccc(N=Nc2ccccc2)cc1,0.8
Fc1ccc(/C=N/n2c(C3CCCCC3)n[nH]c2=S)cc1,-0.3
C=CCN1C=C(C(=O)OCC)C(=O)CC1,0.0
N#Cc1cccnc1N1CCN(C(=O)COCC(=O)O)CC1,-1.4
CCN=C1SC(C(=O)Nc2cccc(C)c2)CC(=O)N1CC (stereo not drawn),2.9
CCn1c(SCC(=O)OC)nnc1-c1ccc(C)cc1,0.0
COc1ccc(S(=O)(=O)N(CCN2CCOCC2)Cc2cc(OC)ccc2OC)cc1,9.0
O=C(Nc1ccc(Cl)cc1)Nc1nnc(SCc2ccccc2)s1,-3.4
COc1cc(/C=N\NC(=O)CNC(=O)c2cccc([N+](=O)[O-])c2)ccc1O,4.0
Cc1cc(C(=O)NCCc2ccccc2)c2cc(F)ccc2n1,1.8
COC(=O)c1ncn(C2OC(COC(C)=O)C(OC(C)=O)C2OC(C)=O)n1 (stereo not drawn),3.3
COc1ccc(C(=O)NC2CC(C)(C)Cc3occc32)cc1 (stereo not drawn),0.3
COC(=O)c1ccc(Oc2c(C)oc3cc(OCc4cnn(-c5ccccc5)c4)ccc3c2=O)cc1,3.1
CCc1nnc(NC(=O)c2cccnc2)s1,6.9
O=C1OCCC1Sc1nnc(-c2cccc(Br)c2)o1 (stereo not drawn),1.9
CC(C)(C)NC(=O)CSC(=Nc1ccc(F)cc1)NC#N,-1.6
O=C(COC(=O)c1c[nH]c(=O)[nH]c1=O)Nc1ccccc1Br,-1.5
CC(C)C(NC(=O)c1ccco1)C(=O)OCC(=O)Nc1ccc(C(N)=O)cc1 (stereo not drawn),2.5
CCN(CC)S(=O)(=O)c1ccc(C)c(NC(=O)CSc2nc3ccccc3[nH]2)c1,-0.8
Nc1c(C(=O)NCC2CCCO2)c2nc3ccccc3nc2n1-c1ccccc1 (stereo not drawn),11*
CN(CC(=O)Nc1c(Cl)cccc1Cl)C(=O)Cc1ccc(S(=O)(=O)N2CCOCC2)s1,-0.2
Cc1nc2ccc(Cl)cc2nc1C,-1.6
N=c1c2c(-c3ccccc3)c(-c3ccccc3)n(Cc3ccco3)c2ncn1CCCn1ccnc1,-2.7
O=C(Nc1ccc2c(c1)C(=O)N(c1ccccc1)C2=O)c1cccs1,-0.8
O=C(COC(=O)c1ccc(F)cc1F)NC1CC1,0.7

# An excerpt of these results, with values ahead of the structure.
TTR transcr act | smiles
-1.1 | CCCN1CCN(C(=O)c2nn(-c3ccc(OC)cc3)c(=O)c3c2c2ccccc2n3C)CC1
1.9 | CC1(C(=O)NCC2CCCCC2)CCN1C(=O)Cc1ccc(-c2ccccc2)cc1 (stereo not drawn)
-0.8 | CCN(CC)S(=O)(=O)c1ccc(C)c(NC(=O)CSc2nc3ccccc3[nH]2)c1
-2.5 | CN(C)c1ccc(NC(=S)c2ccccn2)cc1
-1.5 | O=C(N/N=C/c1ccc(O)c(O)c1)c1ccc(CSc2cccc3cccnc23)cc1
-2.7 | N=c1c2c(-c3ccccc3)c(-c3ccccc3)n(Cc3ccco3)c2ncn1CCCn1ccnc1

# Remaining list, next part.
SMILES,TTR transcr act
CN(C)S(=O)(=O)c1cccc(NS(=O)(=O)c2ccc(Cl)s2)c1,-0.9
O=C(Cn1c(-c2ccccn2)nc2ccccc21)N/N=C/c1ccccn1,-0.4
O=C1CCCc2nc3c(cc21)C(O)Oc1c-3ccc2ccccc12 (stereo not drawn),-0.4
CCC(=O)N1CCc2cc(OC)c(OC)cc2C1COc1ccccc1OC (stereo not drawn),0.3
COc1ccc(CN2C(=O)c3cccnc3C2=O)cc1S(=O)(=O)N1CCOc2ccc(C)cc21,0.3
CCCCCCC(=O)NC1CCCCN(Cc2ccc(Cl)cc2)C1=O (stereo not drawn),0.1
Cc1noc(C)c1COc1ccc(C(=O)Nc2ccccc2)cc1,0.4
COc1ccccc1N1CCN(CCCCCCOc2ccc(F)cc2)CC1,-0.5
CC(=O)OC(C(=O)NCc1ccco1)c1cccnc1 (stereo not drawn),-1.9
CCC1(C)NC(=O)N(CC(=O)Nc2cc(C)on2)C1=O (stereo not drawn),0.1
CCC(=O)N1CCC(C(N)=O)(N2CCCCC2)CC1,-2.2
C/C=C/C=N/NC(=O)CN(c1ccc(Br)cc1)S(=O)(=O)c1ccccc1,-2.2
O=C(CC1CCCCC1)NCc1ccc(Cl)cc1,0.5
CN(CC(=O)Nc1ccc(F)cc1)C(=O)Cn1c(=O)oc2ccccc21,-0.8
O=c1[nH]c(C2CCCN(S(=O)(=O)c3ccccc3)C2)nc2c1nnn2Cc1ccccc1F (stereo not drawn),-0.3
Cc1ccc(S(=O)(=O)c2c(C)cc(C)nc2Cl)cc1,2.5
O=C(NC1CCCCC1)NC1CCN(S(=O)(=O)c2ccc3c(c2)OCCO3)CC1,1.5
O=c1[nH]c2ccccc2nc1-c1nnnn1Cc1ccccc1,0.6
Cc1c(O)ccc2c(O)c(NC(=O)c3ccc4c(c3)CCC(C)(C)O4)c(=O)oc12,-0.6
Cc1ccc(NC(=O)CN(C)C2CCCCC2)cc1Br,-0.6
NC(=O)C1CCN(c2oc(-c3ccccc3F)nc2S(=O)(=O)c2ccc(Cl)cc2)CC1,-2.0
COc1ccc(CN2CCNC(=O)C2CC(=O)NCCc2c[nH]c3ccccc23)c(OC)c1 (stereo not drawn),-0.4
COc1cc(C(=O)OCC(=O)N2CCC(C)CC2)cc2c1OCCO2,-0.9
COc1ccc(-n2nnc3c(=O)n(CC(=O)NCC4CCCO4)cnc32)cc1 (stereo not drawn),-0.1
COC(=O)c1cc(OC)c(OC)cc1NC(=O)c1ccc(OC)c(OC)c1,-0.8

# (more compounds)
SMILES,TTR transcr act
COCCN(CCOC)S(=O)(=O)c1ccc(C(=O)Nc2ccc(S(=O)(=O)Nc3nccc(C)n3)cc2)cc1,4.8
Cc1cc(C)n(-c2ncnc3ccccc23)n1,-2.2
Cc1ccc(NC(=O)c2ncn(CCCN3CCN(c4ncccn4)CC3)n2)cc1C,-0.8
O=C(NNS(=O)(=O)c1ccc(Cl)cc1)c1ccc(S(=O)(=O)N2CCCCC2)cc1,3.8
Cc1noc(C)c1COc1ccc(C(=O)OCC(=O)N2CC(=O)Nc3ccccc32)cc1,0.2
CCS(=O)(=O)c1ccc2oc(SCC(=O)c3ccco3)nc2c1,2.1
Cc1ccccc1-c1nc(CN2CCCC(C(=O)NCc3cccnc3)C2)c(C)o1 (stereo not drawn),0.1
Clc1ccc(C2=NN(c3ccccc3)C(c3ccco3)C2)cc1 (stereo not drawn),2.0
CCCNC(=O)CN1C(=O)NC2(CCCc3cc(OC)ccc32)C1=O (stereo not drawn),3.5
COc1ccc(-n2nc3c(=O)[nH][nH]c3cc2=O)cc1,-0.9
NC(=O)c1ccc(OCC(F)(F)C(F)(F)C(F)(F)C(F)(F)C(F)(F)C(F)F)cc1,-1.1
COc1ccc(NC(=O)NN2CCN(C)CC2)cc1OC,-0.7
COc1ccc(CNC(=O)O[C@H]2CC[C@@]34CCCN3C(=O)CCC[C@H]4[C@H]2C)cc1,-1.6
Cc1ccc(N2CC(O)CSC2=Nc2ccccc2)cc1 (stereo not drawn),-2.0
O=C(/C=C/c1ccccc1)N(c1ccccn1)C1CCCCC1,-1.3
COc1cccc(Nc2nc(C(N)CO)cs2)n1 (stereo not drawn),-0.7
Cc1cc(C)n(-c2nc3ccccc3nc2Nc2ccc(CC(=O)O)cc2)n1,-2.2
N=C1C(c2ccccc2)=C(O)CN1NC(=O)c1ccc(Cl)cc1,0.7
O=C(Nc1ccccc1F)O[C@@H]1CC[C@@]23CCCN2C(=O)CCC[C@H]3C1,-1.0
O=C1OC(N2C(=O)CC[C@H]2C(=O)Nc2ccc3c(c2)OCO3)c2ccccc21 (stereo partly drawn),0.0
CC(C)OP(=O)(c1ccc(N(C)C)cc1)C(O)c1ccccc1F (stereo not drawn),-0.5
CCCOc1ccc(-c2cc3onc(-c4ccccc4)c3c(=O)n2C)cc1,6.2
CCOc1ncccc1C(=O)OCC(=O)N1CCN(S(=O)(=O)c2ccccc2)CC1,-0.3
C=CCc1cc(Cl)ccc1OCCCNC(C)C,0.2

# Not all compounds are listed (hit frequency here may not be typical).
